Screens as filed in PubChem.
ssDAF12 agonist – S. stercoralis DAF-12 nuclear receptor activators, primary screen, cell-based, luminescence, HEK293, GRIP1 co-expression, lit1-tk-luc; activation, % at 6.8 µM; HEK293 ssDAF-12/GRIP1 lit1-tk-luc reporter; % of 3 µM dafachronic acid response; AID 652126, 2013; 370,000 compounds, 1% hits; Nuclear hormone receptor DAF-12 (Strongyloides stercoralis);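 active = activation above the mean over all tested compounds plus 3 SD, cut at about 0.9% in these data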;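 note: 0% = DMSO-only wells and 100% = 3 µM delta7-dafachronic acid wells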
ADAM17 inh – ADAM17 inhibitors, primary screen, biochemical, QFRET; Disintegrin and metalloproteinase domain-containing protein 17 (Homo sapiens), P78536; recombinant ADAM17, EDANS/DABCYL FRET peptide cleavage; inhibition, % at 6.95 µM; 370,000 compounds, 0.83% hits; AID 720648, 2013;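 active = inhibition above the mean of compounds lying between control limits plus 3 SD, set per campaign, cut at about 8.5% in these data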;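 note: 0% = DMSO-only wells as the low control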
FXN GAA850 act – FXN promoter activators, primary screen, cell-based, luciferase luminescence, HEK293 lucGAA850; HEK293 lucGAA850 FXN promoter luciferase reporter, 24 h; percent of 10 µM SAHA response; activation, % at 6 µM; 360,000 compounds, 0.56% hits; AID 540364, 2011;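 active = activation above the average of all compounds screened plus 3 SD, cutoff fixed separately per campaign, cut at about 7.5% in these data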;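 note: 0% = DMSO wells and 100% = 10 µM SAHA wells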
hgDAF12 agonist – H. glycines DAF-12 receptor agonists, primary screen, cell-based, luminescence, HEK293, GAL4 fusion, UAS-luciferase. 370,000 compounds, 1.8% hits. activation, % at 6.8 µM. Nuclear hormone receptor DAF-12 (Heterodera glycines), GAL4 fusion. HEK293 GAL4-hgDAF12 UAS-luciferase reporter, agonist luminescence; normalized to butyrate control;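 active = activation above a cutoff set at the mean of all screened compounds plus 3 SD, cut at about 10% in these data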;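 note: 0% = DMSO wells and 100% = sodium butyrate wells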
ADAM10 inh – human ADAM10 inhibitors, primary screen, biochemical, QFRET, HTS. Disintegrin and metalloproteinase domain-containing protein 10 (Homo sapiens), O14672. recombinant ADAM10, EDANS/DABCYL FRET peptide cleavage, 3 h. inhibition, % at 7 µM. 370,000 compounds, 0.62% hits. AID 720582, 2013;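 active = inhibition above a per-campaign cutoff equal to the mean of compounds falling between control-based bounds plus 3 SD, cut at about 20% in these data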;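 note: 0% = DMSO wells while the 100% control is not disclosed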
PLCg1 inh – PLC-gamma1 enzyme inhibitors, primary screen, biochemical, fluorescence, purified enzyme | 370,000 compounds, 0.84% hits | inhibition, % at 12.2 µM | fluorogenic substrate | AID 720700, 2013 | 1-phosphatidylinositol 4,5-bisphosphate phosphodiesterase gamma-1 (Homo sapiens), P19174; in the data active = inhibition above about 9.5%
DAX1 inh-1 – DAX1 (NR0B1) inhibitors on StAR promoter, primary screen, cell-based, luminescence, SF-1 (NR5A1), full-length DAX-1. HEK293T StAR-luciferase reporter, SF-1/DAX-1 repression relief. AID 652010, 2013. inhibition, % at 6.8 µM. 370,000 compounds, 1.1% hits;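 active = inhibition above the mean over all tested compounds plus 3 SD, cut at about 3.6% in these data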;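 note: 0% = DAX-1 cells with DMSO and 100% = cells lacking DAX-1 with DMSO; higher inhibition means more luminescence from relief of DAX-1 repression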
PLCb3 inh – human PLC-beta3 inhibitors, primary screen, biochemical, fluorescence. inhibition, % at 12.2 µM. 370,000 compounds, 0.18% hits. Purified PLC-beta3, fluorogenic substrate. 1-phosphatidylinositol 4,5-bisphosphate phosphodiesterase beta-3 (Homo sapiens), Q01970; in the data active = inhibition above about 11%;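 note: 0% = median of compound wells on plate and 100% = full blocker control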
hcDAF-12 act – H. contortus DAF-12 nuclear receptor activators, primary screen, cell-based, luminescence, HEK293, lit1-tk-luc reporter. HEK293 hcDAF-12 lit1-tk-luc reporter; 0% DMSO, 100% Δ7-dafachronic acid. activation, % at 6.8 µM. 370,000 compounds, 1.4% hits. AID 652067, 2013;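 active = activation above the mean of all tested compounds plus 3 SD, cut at about 5.5% in these data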;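 note: 100% = response to 3 µM Δ7-dafachronic acid high control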
sPLA2-III inh – human group III sPLA2 inhibitors, primary screen, biochemical, QFRET, BODIPY PC-A2 liposome substrate | 370,000 compounds, 0.56% hits | QFRET BODIPY PC-A2 liposome hydrolysis, fluorescence | AID 743126, 2013 | inhibition, % at 12.2 µM;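 active = inhibition above mean plus 3 SD of compounds lying within the high and low control bounds, cut at about 19% in these data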;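 note: 0% = median of test compound wells and 100% = no enzyme DMSO wells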
Target sequence (Q9NZ20 whole entry, looked up): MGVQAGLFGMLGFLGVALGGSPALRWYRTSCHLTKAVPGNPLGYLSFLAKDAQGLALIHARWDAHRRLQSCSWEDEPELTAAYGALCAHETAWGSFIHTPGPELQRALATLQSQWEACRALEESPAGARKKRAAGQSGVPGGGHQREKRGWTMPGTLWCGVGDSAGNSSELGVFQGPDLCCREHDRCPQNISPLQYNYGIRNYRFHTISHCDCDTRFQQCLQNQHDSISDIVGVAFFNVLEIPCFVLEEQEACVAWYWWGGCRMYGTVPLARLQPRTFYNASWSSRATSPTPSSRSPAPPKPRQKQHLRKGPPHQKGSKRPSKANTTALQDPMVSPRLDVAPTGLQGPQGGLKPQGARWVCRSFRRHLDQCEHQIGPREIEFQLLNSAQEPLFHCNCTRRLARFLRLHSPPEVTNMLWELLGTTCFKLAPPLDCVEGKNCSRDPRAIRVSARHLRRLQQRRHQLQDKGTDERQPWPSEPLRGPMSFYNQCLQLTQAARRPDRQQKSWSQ
DAX1 inh-2 – DAX1 (NR0B1) inhibitors, primary screen, cell-based, HEK293, Gal4-DAX1, luciferase luminescence. AID 504766, 2011. inhibition, % at 6.75 µM. HEK293 Gal4-DAX1 luciferase reporter. 340,000 compounds, 0.99% hits;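 active = inhibition above the mean over all tested compounds plus 3 SD, cut at about 4.2% in these data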;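 note: 0% = DAX1-transfected cells with DMSO and 100% = empty-vector control cells with DMSO; inhibition shows as a rise in luminescence from relieved DAX1 repression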
Target sequence (P51843 207-470 limits assumed): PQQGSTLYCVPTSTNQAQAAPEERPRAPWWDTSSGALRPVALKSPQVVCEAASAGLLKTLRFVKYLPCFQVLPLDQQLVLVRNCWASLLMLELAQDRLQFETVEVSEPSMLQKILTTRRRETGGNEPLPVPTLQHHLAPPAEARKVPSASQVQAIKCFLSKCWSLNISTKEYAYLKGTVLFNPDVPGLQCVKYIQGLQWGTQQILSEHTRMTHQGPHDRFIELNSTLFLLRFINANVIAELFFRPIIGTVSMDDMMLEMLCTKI
Active calls of the source: *. Outcome played no part in choosing rows, and some 6.9% of all compounds hit somewhere here.

COCCn1c(N)c(N(Cc2ccccc2)C(=O)COc2ccccc2F)c(=O)[nH]c1=O was read as ssDAF12 agonist -1.8, ADAM17 inh -4, FXN GAA850 act 1.3, hgDAF12 agonist -0.3, ADAM10 inh -12, PLCg1 inh 1, DAX1 inh-1 0.0, PLCb3 inh -3, hcDAF-12 act 0.2, sPLA2-III inh 13 and DAX1 inh-2 -0.3.
Screening CC1CCN(C(=O)COc2coc(CN3CCc4ccccc43)cc2=O)CC1 returned ssDAF12 agonist -1.1, ADAM17 inh 4, FXN GAA850 act 1.3, hgDAF12 agonist -0.9, ADAM10 inh -6, PLCg1 inh 3, DAX1 inh-1 -0.3, PLCb3 inh -3, hcDAF-12 act -0.6, sPLA2-III inh 4 and DAX1 inh-2 0.6.
COc1ccc(N2CCN(C(=O)CNC(=O)Cc3ccccc3)CC2)cc1 was read as ssDAF12 agonist -1.0, ADAM17 inh -2, FXN GAA850 act -0.8, hgDAF12 agonist -3.1, ADAM10 inh -12, PLCg1 inh 10*, DAX1 inh-1 0.5, PLCb3 inh -12, hcDAF-12 act -1.6, sPLA2-III inh 10 and DAX1 inh-2 1.6.
`Cc1onc(C(=O)N2CCOCC2)c1[N+](=O)[O-]` gave ssDAF12 agonist -0.8, ADAM17 inh 0, FXN GAA850 act 0.0, hgDAF12 agonist -4.7, ADAM10 inh -4, PLCg1 inh -1, DAX1 inh-1 -0.7, PLCb3 inh 4, hcDAF-12 act 7.2*, sPLA2-III inh 11 and DAX1 inh-2 2.1.
CN(C)c1ccc(C(=O)NCCCSc2ccccc2)cc1 was read as ssDAF12 agonist 0.0, ADAM17 inh -5, FXN GAA850 act 1.7, hgDAF12 agonist -0.4, ADAM10 inh -2, PLCg1 inh -4, DAX1 inh-1 0.7, PLCb3 inh -16, hcDAF-12 act 0.3, sPLA2-III inh -3 and DAX1 inh-2 0.7.
`c1nc(N2CCCC2)c2[nH]cnc2n1` gave ssDAF12 agonist -0.2, ADAM17 inh -3, FXN GAA850 act 0.7, hgDAF12 agonist 0.2, ADAM10 inh 1, PLCg1 inh 0, DAX1 inh-1 -0.6, PLCb3 inh 0, hcDAF-12 act -1.2, sPLA2-III inh 8 and DAX1 inh-2 0.5.
`O=C(Cn1cnc2c(nnn2Cc2ccc(F)cc2)c1=O)NCc1ccccc1` gave ssDAF12 agonist -1.6, ADAM17 inh -4, FXN GAA850 act -1.5, hgDAF12 agonist 4.5, ADAM10 inh -4, PLCg1 inh 1, DAX1 inh-1 0.2, PLCb3 inh -5, hcDAF-12 act -3.5, sPLA2-III inh 2 and DAX1 inh-2 -1.7.
For O=S(=O)(CC1NCc2cc(F)ccc21)NCc1ccccc1 (configuration not stated) the results were ssDAF12 agonist -1.3, ADAM17 inh -3, hgDAF12 agonist 0.0, ADAM10 inh -3, PLCg1 inh -10, DAX1 inh-1 -0.7, PLCb3 inh -6, hcDAF-12 act 1.0 and sPLA2-III inh 0.
Screening COc1ccc(-n2c(=O)c(NC(=O)c3ccccc3)c3n(c2=S)CCCCC3)cc1 returned ssDAF12 agonist -1.5, ADAM17 inh -3, FXN GAA850 act -1.4, hgDAF12 agonist 0.0, ADAM10 inh -5, PLCg1 inh -1, DAX1 inh-1 4.9*, PLCb3 inh 0, hcDAF-12 act -1.8, sPLA2-III inh -3 and DAX1 inh-2 0.8.
`CN1CCn2cnc(C(=O)Nc3ccc(CNC(=O)OC(C)(C)C)cc3)c2C1=O` gave ssDAF12 agonist -0.7, ADAM17 inh 2, FXN GAA850 act 1.2, hgDAF12 agonist -2.0, ADAM10 inh -16, PLCg1 inh 3, DAX1 inh-1 0.0, PLCb3 inh 0, hcDAF-12 act 0.4, sPLA2-III inh 17 and DAX1 inh-2 1.5.
Screening CCCC(CCC(=O)Nc1cccc([N+](=O)[O-])c1)C(=O)O (configuration not stated) returned ssDAF12 agonist -0.9, ADAM17 inh -4, FXN GAA850 act -1.1, hgDAF12 agonist -0.6, ADAM10 inh -2, PLCg1 inh 1, DAX1 inh-1 0.2, PLCb3 inh -5, hcDAF-12 act -0.5, sPLA2-III inh 1 and DAX1 inh-2 3.0.
Screening O=C(NC1CCCCN(Cc2ccc(Cl)cc2)C1=O)c1ccccc1-c1ccc(Cl)c(Cl)c1 (configuration not stated) returned ssDAF12 agonist -1.6, ADAM17 inh 2, hgDAF12 agonist -1.1, ADAM10 inh 4, PLCg1 inh 2, DAX1 inh-1 -0.1, PLCb3 inh 3, hcDAF-12 act 1.1 and sPLA2-III inh -3.

Brought forward from above: 2 entries; new compounds follow.
Screening CCCC(CCC(=O)Nc1cccc([N+](=O)[O-])c1)C(=O)O (configuration not stated) returned ssDAF12 agonist -0.9, ADAM17 inh -4, FXN GAA850 act -1.1, hgDAF12 agonist -0.6, ADAM10 inh -2, PLCg1 inh 1, DAX1 inh-1 0.2, PLCb3 inh -5, hcDAF-12 act -0.5, sPLA2-III inh 1 and DAX1 inh-2 3.0.
Screening O=C(NC1CCCCN(Cc2ccc(Cl)cc2)C1=O)c1ccccc1-c1ccc(Cl)c(Cl)c1 (configuration not stated) returned ssDAF12 agonist -1.6, ADAM17 inh 2, hgDAF12 agonist -1.1, ADAM10 inh 4, PLCg1 inh 2, DAX1 inh-1 -0.1, PLCb3 inh 3, hcDAF-12 act 1.1 and sPLA2-III inh -3.
`CSCC[C@H](NS(=O)(=O)c1ccc(C(C)=O)cc1)c1nnc2ccccn12` gave ssDAF12 agonist -0.7, ADAM17 inh 2, FXN GAA850 act 1.0, hgDAF12 agonist -1.8, ADAM10 inh -3, PLCg1 inh 2, DAX1 inh-1 0.1, PLCb3 inh -5, hcDAF-12 act 1.0, sPLA2-III inh 2 and DAX1 inh-2 0.8.
`C[C@H]1CNC(=O)c2c(C(=O)Nc3ccc(CNC(=O)OC(C)(C)C)cc3)ncn21` gave ssDAF12 agonist -1.9, ADAM17 inh 2, FXN GAA850 act 2.3, hgDAF12 agonist -4.9, ADAM10 inh -8, PLCg1 inh -1, DAX1 inh-1 -2.2, PLCb3 inh -3, hcDAF-12 act -2.1, sPLA2-III inh -1 and DAX1 inh-2 -2.3.
For NS(=O)(=O)c1ccc(NC(=O)CSc2ncnc3ccccc23)cc1 the results were ssDAF12 agonist -0.9, ADAM17 inh -5, FXN GAA850 act 0.0, hgDAF12 agonist 0.7, ADAM10 inh -8, PLCg1 inh -14, DAX1 inh-1 0.9, PLCb3 inh -18, hcDAF-12 act 1.5, sPLA2-III inh -2 and DAX1 inh-2 -1.1.
For O=c1c(-c2ccc(Cl)cc2)coc2c(CN3CCOCC3)c(O)ccc12 the results were ssDAF12 agonist -0.6, ADAM17 inh -70, FXN GAA850 act 3.7, hgDAF12 agonist -0.3, ADAM10 inh -258, PLCg1 inh -197, DAX1 inh-1 0.6, PLCb3 inh -279, hcDAF-12 act -0.9, sPLA2-III inh -5 and DAX1 inh-2 0.0.
Screening COc1cc2ccccc2cc1C(=O)OCC(=O)NC1CCS(=O)(=O)C1 (configuration not stated) returned ssDAF12 agonist -1.8, ADAM17 inh -84, FXN GAA850 act -0.7, hgDAF12 agonist 3.7, ADAM10 inh -248, PLCg1 inh -78, DAX1 inh-1 0.0, PLCb3 inh -105, hcDAF-12 act 0.6, sPLA2-III inh -1 and DAX1 inh-2 -1.3.
For CC(C)C(=O)Nc1c(C(=O)N2CCN(c3ncccn3)CC2)oc2ccccc12 the results were ssDAF12 agonist -1.7, ADAM17 inh -1, FXN GAA850 act 1.8, hgDAF12 agonist -1.1, ADAM10 inh -6, PLCg1 inh 1, DAX1 inh-1 -1.2, PLCb3 inh -11, hcDAF-12 act -3.7, sPLA2-III inh -3 and DAX1 inh-2 0.1.
`Cc1ccc(N/C=C/C(=O)c2ccccc2)cc1Br` gave ssDAF12 agonist 3.4*, ADAM17 inh -1, FXN GAA850 act 3.0, hgDAF12 agonist 19*, ADAM10 inh -3, PLCg1 inh -13, DAX1 inh-1 3.8*, PLCb3 inh -24, hcDAF-12 act 16*, sPLA2-III inh -11 and DAX1 inh-2 1.6.
COc1ccc(OC)c(-c2csc(NC(=O)c3ccc(F)cc3)n2)c1 was read as ssDAF12 agonist -1.5, ADAM17 inh 3, FXN GAA850 act -3.2, hgDAF12 agonist 0.8, ADAM10 inh 7, PLCg1 inh -12, DAX1 inh-1 -1.1, PLCb3 inh -18, hcDAF-12 act -1.7, sPLA2-III inh 5 and DAX1 inh-2 -1.3.
For CCNC(=O)C1(c2ccccc2)CCCC1 the results were ssDAF12 agonist -0.7, ADAM17 inh -2, FXN GAA850 act 1.2, hgDAF12 agonist -0.8, ADAM10 inh 3, PLCg1 inh 2, DAX1 inh-1 0.4, PLCb3 inh 3, hcDAF-12 act -1.9, sPLA2-III inh 3 and DAX1 inh-2 -0.2.
CC(=O)c1sc(=S)n(Cc2ccccc2)c1C was read as ssDAF12 agonist -1.4, ADAM17 inh -2, FXN GAA850 act 2.7, hgDAF12 agonist -0.6, ADAM10 inh 0, PLCg1 inh 3, DAX1 inh-1 0.1, PLCb3 inh -6, hcDAF-12 act -2.0, sPLA2-III inh 0 and DAX1 inh-2 0.3.
`Clc1ccc(-c2cc3ccccc3[nH]2)cc1` gave ssDAF12 agonist -0.2, ADAM17 inh -29, FXN GAA850 act 6.2, hgDAF12 agonist 6.9, ADAM10 inh -116, PLCg1 inh -22, DAX1 inh-1 1.9, PLCb3 inh -25, hcDAF-12 act 4.0, sPLA2-III inh -11 and DAX1 inh-2 0.0.
For NS(=O)(=O)c1ccc(-c2ccc(/C=C3\C(=O)Nc4cc(Cl)ccc43)o2)cc1 the results were ssDAF12 agonist -1.2, ADAM17 inh -35, FXN GAA850 act 0.9, hgDAF12 agonist 0.0, ADAM10 inh -81, PLCg1 inh -13, DAX1 inh-1 -0.4, PLCb3 inh -31, hcDAF-12 act 1.4, sPLA2-III inh 9 and DAX1 inh-2 -0.2.
Screening COc1ccc(CCNC(=O)c2cc(S(=O)(=O)N(C)C)ccc2N2CCCC2)cc1OC returned ssDAF12 agonist -0.5, ADAM17 inh -7, FXN GAA850 act -1.2, hgDAF12 agonist 2.3, ADAM10 inh -3, PLCg1 inh -5, DAX1 inh-1 -0.7, PLCb3 inh -11, hcDAF-12 act 1.0, sPLA2-III inh 7 and DAX1 inh-2 0.3.
